# Screens as filed in PubChem.
# BioA inh = M. tuberculosis BioA enzyme inhibitors, primary screen, biochemical, plate reader, single point, HTS | 7,8-diaminopelargonic acid synthase BioA (Mycobacterium tuberculosis) | purified M. tuberculosis BioA enzyme | inhibition, % at 9.99 µM | 360,000 tested, 0.096% active | AID 602481, 2012; in the data active = inhibition above about 40%
# The depositor's hits bear a star. These rows are one share of the data; the hit share may differ from the screen's.
SMILES,BioA inh
C[C@@H]1CCCCO[C@H](CN(C)Cc2ccc3c(c2)OCO3)[C@H](C)CN([C@@H](C)CO)C(=O)c2cc(NS(=O)(=O)c3ccc(Cl)cc3)ccc2O1,3.2
C[C@H]1CN([C@@H](C)CO)S(=O)(=O)c2ccc(-c3cccnc3)cc2O[C@@H]1CN(C)Cc1ccncc1,2.6
CN1C(=O)c2cc(NC(=O)C3CCCC3)ccc2OC[C@@H]2O[C@H](CC(=O)NCC(F)(F)F)CC[C@H]21,-2.4
COc1ccc(NC(=O)Nc2ccc3c(c2)CC(=O)N([C@H](C)CO)C[C@H](C)[C@H](CN(C)S(=O)(=O)c2ccc(F)cc2)O3)cc1,0.4
CN1c2ccc(-c3ccccc3F)cc2[C@H]2[C@H](CCN2C(=O)CN2CCOCC2)[C@H]1CO,18
C[C@@H]1CN([C@@H](C)CO)C(=O)c2cc(NC(=O)CCN3CCOCC3)ccc2O[C@H]1CN(C)S(=O)(=O)c1ccccc1,0.9
C[C@H](NC(=O)C[C@@H]1C[C@H]2c3cc(NC(=O)NC4CCCCC4)ccc3O[C@H]2[C@@H](CO)O1)c1ccccc1,0.0
COc1ccc(S(=O)(=O)Nc2cccc3c2O[C@H](CN(C)S(=O)(=O)c2cn(C)cn2)[C@@H](C)CN([C@@H](C)CO)C3=O)cc1,-1.4
CC(C)(O)C#Cc1ccc([C@@H]2[C@@H](CO)N3CCCCN(C(=O)c4cccnc4)C[C@H]23)cc1,-1.2
C[C@@H]1CCCCO[C@H](CN(C)C(=O)Nc2cccc3ccccc23)[C@@H](C)CN([C@@H](C)CO)C(=O)c2cc(NC(=O)c3ccccc3)ccc2O1,-0.7
COc1ccc(NC(=O)N(C)C[C@@H]2OCc3ccccc3-c3c(n(C)c4ccccc34)C(=O)N([C@@H](C)CO)C[C@H]2C)cc1,1.6
C[C@@H]1CN([C@H](C)CO)C(=O)c2cc(NC(=O)Cc3cn(C)c4ccccc34)ccc2O[C@H]1CN(C)C(=O)NC1CCCCC1,0.1
O=C(C[C@H]1CC[C@H]2[C@@H](COC[C@H](O)CN2C(=O)c2cccnc2)O1)NCc1ccc(-c2ccccc2)cc1,-1.7
C[C@H](CO)N1C[C@H](C)[C@H](CN(C)S(=O)(=O)c2cccs2)Oc2ncc(-c3cccc(F)c3)cc2C1=O,2.5
O=C(C[C@@H]1CC[C@H]2[C@@H](COC[C@@H](O)CN2C(=O)Nc2ccc(Cl)c(Cl)c2)O1)NCc1ccc(F)cc1,0.7
O=C(Nc1ccc(F)cc1)N[C@H]1CC[C@H](CCn2cc(C3(O)CCCC3)nn2)O[C@@H]1CO,-0.4
C[C@@H]1CN([C@H](C)CO)C(=O)c2cc(-c3ccc(C(=O)N(C)C)cc3)cnc2O[C@@H]1CN(C)C(=O)CN(C)C,-2.5
O=C(Nc1ccc(F)cc1)N1CCCCN2[C@H](CO)[C@@H](c3ccc(C#Cc4ccccc4)cc3)[C@H]2C1,-1.5
COc1ccccc1C#Cc1cnc2c(c1)C(=O)N([C@@H](C)CO)C[C@@H](C)[C@@H](CN(C)C(=O)CN(C)C)O2,-0.7
C[C@@H]1CN([C@@H](C)CO)C(=O)Cc2cc(NC(=O)Cn3cnnn3)ccc2O[C@@H]1CN(C)C(=O)NC1CCCCC1,-1.3
O=C(Cc1ccncc1)N[C@H]1CC[C@@H](CCn2cc(-c3ccccc3F)nn2)O[C@@H]1CO,1.0
C[C@H](CO)N1C[C@H](C)[C@@H](CN(C)Cc2ccccn2)Oc2cc(-c3cccnc3)ccc2S1(=O)=O,1.3
COc1ccc(S(=O)(=O)N(C)C[C@@H]2Oc3ccc(NC(=O)C4CCCCC4)cc3CC(=O)N([C@@H](C)CO)C[C@H]2C)cc1,0.0
O=C(C[C@@H]1C=C[C@H](NC(=O)Nc2cccc(F)c2)[C@H](CO)O1)NCC1CC1,9.5
Cc1noc(C)c1NC(=O)N(C)C[C@H]1Oc2ccc(N(C)C)cc2C(=O)N([C@H](C)CO)C[C@H]1C,-0.4
C[C@H]1CN([C@@H](C)CO)C(=O)CCCn2cc(nn2)CO[C@H]1CN(C)C(=O)Nc1ccc2c(c1)OCCO2,-2.6
CN(C)C(=O)C[C@H]1CC[C@H]2[C@H](COc3ccc(NS(=O)(=O)c4cccc(F)c4)cc3C(=O)N2C)O1,0.7
C[C@@H]1CN([C@@H](C)CO)S(=O)(=O)c2ccc(-c3ccncc3)cc2O[C@H]1CN(C)C(=O)Nc1ccc(F)cc1,1.5
Cc1ccc(S(=O)(=O)N(C)C[C@@H]2OCCCC[C@@H](C)Oc3ccc(NC(=O)Nc4ccc(F)cc4)cc3C(=O)N([C@@H](C)CO)C[C@@H]2C)cc1,0.0
CO[C@H]1CC[C@H]2CCOc3ccc(C#N)cc3C(=O)N(C)C[C@H](c3ccccc3)CC(=O)N(C)C[C@@H]1O2,-0.4

# Part of the list above in order of molecular weight, falling:
SMILES,BioA inh
CO[C@H]1CC[C@H]2CCOc3ccc(C#N)cc3C(=O)N(C)C[C@H](c3ccccc3)CC(=O)N(C)C[C@@H]1O2,-0.4
O=C(Nc1ccc(F)cc1)N1CCCCN2[C@H](CO)[C@@H](c3ccc(C#Cc4ccccc4)cc3)[C@H]2C1,-1.5
Cc1noc(C)c1NC(=O)N(C)C[C@H]1Oc2ccc(N(C)C)cc2C(=O)N([C@H](C)CO)C[C@H]1C,-0.4

# Looked up above.
# Under BioA inh, O=C(Cc1ccncc1)N[C@H]1CC[C@@H](CCn2cc(-c3ccccc3F)nn2)O[C@@H]1CO is entered as 1.0
# Under BioA inh, COc1ccccc1C#Cc1cnc2c(c1)C(=O)N([C@@H](C)CO)C[C@@H](C)[C@@H](CN(C)C(=O)CN(C)C)O2 is entered as -0.7
# Under BioA inh, O=C(Nc1ccc(F)cc1)N1CCCCN2[C@H](CO)[C@@H](c3ccc(C#Cc4ccccc4)cc3)[C@H]2C1 is entered as -1.5
# Under BioA inh, O=C(Nc1ccc(F)cc1)N[C@H]1CC[C@H](CCn2cc(C3(O)CCCC3)nn2)O[C@@H]1CO is entered as -0.4
# Under BioA inh, CO[C@H]1CC[C@H]2CCOc3ccc(C#N)cc3C(=O)N(C)C[C@H](c3ccccc3)CC(=O)N(C)C[C@@H]1O2 is entered as -0.4

# (list continues)
SMILES,BioA inh
COc1ccc(S(=O)(=O)Nc2ccc3c(c2)C(=O)N([C@H](C)CO)C[C@H](C)[C@@H](CN(C)C(=O)c2ccncc2)OCCCC[C@H](C)O3)cc1,5.2
COc1ccc(S(=O)(=O)Nc2ccc3c(c2)CC(=O)N([C@@H](C)CO)C[C@H](C)[C@@H](CN(C)C(=O)NC(C)C)O3)cc1,-2.1
C[C@@H]1CN([C@H](C)CO)C(=O)c2cccc(NC(=O)C3CCOCC3)c2O[C@@H]1CN(C)Cc1ccc(C(=O)Nc2ccccc2N)cc1,-0.5
O=C(NC1Cc2ccccc2C1)[C@H]1[C@H](CO)[C@H]2Cn3c(ccc(C4=CCCCC4)c3=O)[C@@H]1N2CC1CC1,1.1
CO[C@H]1CN(C)C(=O)c2ccc(NC(=O)Nc3ccccc3F)cc2OC[C@@H](C)N(Cc2ccccc2C(=O)O)C[C@@H]1C,-2.0
Cc1noc(C)c1S(=O)(=O)Nc1cccc2c1O[C@H](CN(C)C(=O)Nc1ccc3c(c1)OCO3)[C@H](C)CN([C@@H](C)CO)C2=O,-0.8
O=C(Cc1ccccc1)N1C[C@H]2[C@@H](c3ccccc31)[C@@H](CO)N2C(=O)C1CCCC1,-1.3
C[C@H]1CCCCO[C@@H](CN(C)S(=O)(=O)c2ccc(F)cc2)[C@@H](C)CN([C@@H](C)CO)C(=O)c2cc(NC(=O)C3CCCCC3)ccc2O1,-1.6
C[C@@H]1CN([C@@H](C)CO)C(=O)c2cc(/C=C/c3ccccc3)cnc2O[C@H]1CN(C)C(=O)NC1CCCCC1,3.5
CO[C@H]1CN(C)C(=O)c2cc(NC(=O)C3CCCC3)ccc2OC[C@@H](C)N(C(C)=O)C[C@H]1C,0.8
C[C@H]1CCCCO[C@H](CN(C)C(=O)C2CCCCC2)[C@@H](C)CN([C@@H](C)CO)C(=O)c2cc(NC(=O)Nc3ccc(C(F)(F)F)cc3)ccc2O1,-3.8
CC(C)(O)C#Cc1ccc([C@H]2[C@H](CO)N3CCCCN(C(=O)c4ccncc4)C[C@@H]23)cc1,3.5
COCC(=O)N(C)C[C@H]1Oc2ncc(C#C[C@H](C)O)cc2C(=O)N([C@@H](C)CO)C[C@@H]1C,-0.9
CC(C)NC(=O)Nc1ccc2c(c1)C(=O)N([C@H](C)CO)C[C@@H](C)[C@@H](CN(C)Cc1ccc(C(F)(F)F)cc1)OCCCC[C@@H](C)O2,-0.2
COc1ccc(/C=C/C=O)cc1,-1.4
C[C@@H]1CN([C@@H](C)CO)C(=O)CCCn2cc(nn2)CO[C@@H]1CN(C)Cc1ccc(Oc2ccccc2)cc1,-2.5
C[C@@H]1CN([C@H](C)CO)C(=O)c2cc(C3=CCCC3)cnc2O[C@@H]1CN(C)C(=O)c1ccc2c(c1)OCO2,-2.1
O=C(C[C@@H]1C[C@@H]2c3cc(NC(=O)Nc4ccccc4F)ccc3O[C@@H]2[C@H](CO)O1)NCc1ccc(Oc2ccccc2)cc1,-0.4
O=C(NCC[C@H]1CC[C@H](NS(=O)(=O)c2cccc(F)c2)[C@H](CO)O1)c1cnccn1,-1.9
COCC(=O)Nc1ccc2c(c1)C(=O)N(C)[C@H]1CC[C@H](CC(=O)NC3CCCC3)O[C@H]1CO2,4.9
C[C@H](CO)N1C[C@H](C)[C@@H](CN(C)Cc2ccccc2F)Oc2cc(C3=CCCC3)ccc2S1(=O)=O,-2.9
O=C(C[C@H]1CC[C@H](NC(=O)Nc2cc(F)ccc2F)[C@@H](CO)O1)Nc1ccc(-c2ccccc2)cc1,-2.8
C[C@@H]1CN([C@@H](C)CO)C(=O)Cc2cc(NS(=O)(=O)c3ccccc3)ccc2O[C@@H]1CN(C)Cc1ccc(C(F)(F)F)cc1,-4.3
CO[C@@H]1CN(C)C(=O)c2ccc(NC(=O)c3ccc(F)cc3)cc2OC[C@@H](C)N(C(=O)c2ccc(F)cc2)C[C@H]1C,-3.2
CC(C)CC#Cc1ccc2c(c1)O[C@H](CN(C)Cc1ccc(C(=O)O)cc1)[C@@H](C)CN([C@H](C)CO)S2(=O)=O,11
O=C(Nc1ccc(F)cc1)N1CCCCN2[C@@H](CO)[C@@H](c3ccc(C#CC4CC4)cc3)[C@@H]2C1,2.5
N#Cc1cccc(-c2ccc([C@H]3[C@H]4CN(C(=O)Cc5ccccc5)CCCCN4[C@H]3CO)cc2)c1,-0.7
C[C@H](O)C#Cc1ccc2c(c1)O[C@H](CN(C)CC1CCOCC1)[C@@H](C)CN([C@@H](C)CO)S2(=O)=O,2.5
C[C@@H]1CN([C@H](C)CO)C(=O)c2cccc(N(C)C)c2O[C@@H]1CN(C)Cc1ccc(C(=O)Nc2ccccc2N)cc1,-1.0
C[C@@H]1CN([C@H](C)CO)S(=O)(=O)c2ccc(C#Cc3ccccc3)cc2O[C@H]1CN(C)C(=O)CN(C)C,0.6

# Exported bar-delimited: part of the list above
compound | BioA inh
COCC(=O)Nc1ccc2c(c1)C(=O)N(C)[C@H]1CC[C@H](CC(=O)NC3CCCC3)O[C@H]1CO2 | 4.9
C[C@H](CO)N1C[C@H](C)[C@@H](CN(C)Cc2ccccc2F)Oc2cc(C3=CCCC3)ccc2S1(=O)=O | -2.9

# Remaining list, next part.
SMILES,BioA inh
CCCC#Cc1cnc2c(c1)C(=O)N([C@H](C)CO)C[C@H](C)[C@H](CN(C)C(=O)c1ccccc1)O2,4.2
COc1ccc(CN(C)C[C@H]2Oc3c(NC(=O)c4cc(C)nn4C)cccc3C(=O)N([C@H](C)CO)C[C@@H]2C)cc1,-0.2
CO[C@H]1CC[C@H]2CCN(C)C(=O)[C@H](C)N(C)C(=O)c3cc(C#N)ccc3OC[C@H]1O2,-0.9
COC(=O)C[C@@H]1CC[C@@H]2[C@H](COc3ccc(NC(=O)c4ccccc4)cc3C(=O)N2C)O1,0.0
C[C@H](CO)N1C[C@H](C)[C@@H](CN(C)S(=O)(=O)c2ccc(F)cc2)Oc2ccc(NC(=O)Cn3cnnn3)cc2C1=O,-1.5
C[C@@H]1CCCCO[C@@H](CN(C)C(=O)Nc2ccc(C(F)(F)F)cc2)[C@H](C)CN([C@@H](C)CO)C(=O)c2cc(NS(=O)(=O)c3ccc(Cl)cc3)ccc2O1,-1.9
O=C(C[C@H]1C[C@@H]2c3cc(NC(=O)Nc4ccccc4F)ccc3O[C@@H]2[C@@H](CO)O1)NCc1ccc(Oc2ccccc2)cc1,-1.6
C[C@H](CO)N1C[C@H](C)[C@H](CN(C)S(=O)(=O)c2ccc(C#N)cc2)Oc2ncc(/C=C/c3ccccc3)cc2C1=O,-0.3
CCCN1[C@@H]2Cn3c(ccc(-c4ccccc4F)c3=O)[C@H]1[C@@H](C(=O)NCCOC)[C@@H]2CO,-1.7
C[C@H](CO)N1C[C@H](C)[C@@H](CN(C)C(=O)NC2CCCCC2)Oc2ccc(NC(=O)Nc3ccc4c(c3)OCO4)cc2C1=O,-0.1
CCNC(=O)C[C@@H]1CC[C@@H](NC(=O)C2CCOCC2)[C@@H](CO)O1,0.4
O=C(N[C@@H]1CC[C@H](CCNS(=O)(=O)Cc2ccccc2)O[C@@H]1CO)c1ccc2c(c1)OCO2,1.0
CC(=O)N1[C@@H]2c3ccc(/C=C/c4ccccc4)c(=O)n3C[C@H]1[C@H](CO)[C@H]2C(=O)NCC1CC1,2.6
O=C(C[C@@H]1C[C@@H]2c3cc(NC(=O)NC4CCCC4)ccc3O[C@@H]2[C@H](CO)O1)NCc1cccc(F)c1,-3.0
COc1ccc(NC(=O)Nc2ccc3c(c2)C(=O)N([C@H](C)CO)C[C@@H](C)[C@@H](CN(C)S(=O)(=O)c2ccc(Cl)cc2)OCCCC[C@H](C)O3)cc1,-1.9
O=C(C[C@@H]1CC[C@H]2[C@@H](COC[C@@H](O)CN2CCc2ccccc2)O1)NCc1ccc(Oc2ccccc2)cc1,-0.1
CO[C@@H](CN(C)Cc1ccc2c(c1)OCO2)[C@H](C)CN(C(=O)Nc1ccc(F)cc1)[C@@H](C)CO,2.1
CC(C)NC(=O)N[C@@H]1CC[C@@H](CC(=O)NCCCN(C)C)O[C@@H]1CO,2.4
COc1cccc(-c2ccc3c(c2)[C@@H]2[C@@H](CCN2S(=O)(=O)c2ccccc2OC)[C@H](CO)N3C)c1,-1.1
